BoNT F protease: BoNT/F light chain protease inhibitors, primary screen, biochemical, flow cytometry, MLPCN library | AID 588497, 2011 | Botulinum neurotoxin type F light chain protease (Clostridium botulinum) | 360,000 tested, 0.22% active | inhibition, % at 10 µM | Multiplex microsphere protease cleavage assay; in the data active = inhibition above about 35%, passing the limit was not always enough; inconclusive = no clear call, values can overlap the other calls; note: plate controls were buffer without enzyme for full effect and enzyme alone for no effect
FadD28 binding: inhibitors of FadD28 bisubstrate probe binding, primary screen, biochemical, fluorescence polarization, single point; Mycobacterium tuberculosis FadD28 fatty-acid-AMP ligase; inhibition, % at 12.5 µM; 360,000 tested, 0.22% active; in the data active = inhibition above about 8.5%, passing the limit was not always enough; inconclusive = no clear call, values can overlap the other calls
PrPC surface inh: inhibitors of human cell surface prion protein PrPC, primary screen, cell-based, TR-FRET. Major prion protein (Homo sapiens), P04156. TR-FRET read-out. inhibition, % at 13.8 µM. 370,000 tested, 0.43% active; in the data active = inhibition above about 24%; note: 0% = median of the test wells and 100% = reference compound wells
CCHFV vOTU inh: CCHFV vOTU protease inhibitors, primary screen, biochemical, Pep-AMC substrate, fluorescence. AID 651958, 2012. Crimean-Congo hemorrhagic fever virus L polyprotein viral ovarian tumor (vOTU) protease …. 370,000 tested, 0.55% active. inhibition, % at 11.5 µM; note: 0% = vehicle wells with enzyme and 100% = no enzyme wells
FBA Mtb inh: Mtb FBA enzyme inhibitors, primary screen, biochemical, fluorescence, strain H37Rv; inhibition, % at 1 µM; Fructose-bisphosphate aldolase (Mycobacterium tuberculosis (strain ATCC 25618 / H37Rv)), …; purified M. tuberculosis FBA, fluorescence read-out; 360,000 tested, 2.3% active; in the data active = inhibition above about 27%;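 note: 0% = vehicle and 100% = reference inhibitor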
Target sequence (P9WQA3 whole entry, looked up): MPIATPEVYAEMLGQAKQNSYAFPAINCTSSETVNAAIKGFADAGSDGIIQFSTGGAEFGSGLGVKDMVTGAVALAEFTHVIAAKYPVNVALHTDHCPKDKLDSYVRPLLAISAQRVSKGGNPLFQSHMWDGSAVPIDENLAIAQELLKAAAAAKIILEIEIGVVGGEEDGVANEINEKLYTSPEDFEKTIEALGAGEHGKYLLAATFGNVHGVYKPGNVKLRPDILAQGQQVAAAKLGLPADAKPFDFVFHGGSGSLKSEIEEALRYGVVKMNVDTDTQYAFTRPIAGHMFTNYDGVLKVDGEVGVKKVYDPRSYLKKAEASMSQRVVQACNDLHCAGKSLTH
GDH-TPI inh: GDH-TPI coupling enzyme inhibitors, primary screen, artefact control for M. tuberculosis FBA inhibitor project, biochemical, absorbance, full deck; 360,000 tested, 1.2% active; GDH-TPI coupled enzyme counterscreen, NADH absorbance; inhibition, % at 4.8 µM;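 note: 0% = DMSO wells and 100% = wells lacking the enzyme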
UGM FP inh: M. tuberculosis UGM enzyme inhibitors, primary screen, biochemical, fluorescence polarization, single point | UDP-galactopyranose mutase (Mycobacterium tuberculosis (strain ATCC 25618 / H37Rv)), … | purified UGM, fluorescence polarization probe displacement | inhibition, % at 10 µM | 320,000 tested, 0.06% active; in the data active = inhibition above about 10%, passing the limit was not always enough; inconclusive = no clear call, values can overlap the other calls
Target sequence (P9WIQ1 whole entry, looked up): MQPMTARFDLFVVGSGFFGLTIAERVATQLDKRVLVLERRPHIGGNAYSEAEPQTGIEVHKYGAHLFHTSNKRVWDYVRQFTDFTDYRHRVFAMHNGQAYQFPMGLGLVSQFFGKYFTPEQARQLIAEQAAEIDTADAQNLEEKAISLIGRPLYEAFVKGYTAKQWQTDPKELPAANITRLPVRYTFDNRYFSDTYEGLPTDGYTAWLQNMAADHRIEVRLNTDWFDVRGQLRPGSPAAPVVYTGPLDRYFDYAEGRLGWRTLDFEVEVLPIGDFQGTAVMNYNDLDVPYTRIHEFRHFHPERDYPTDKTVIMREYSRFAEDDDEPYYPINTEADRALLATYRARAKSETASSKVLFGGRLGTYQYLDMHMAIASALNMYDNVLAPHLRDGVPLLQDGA
BoNT-A LC inh2: BoNT/A light chain protease inhibitors, primary screen, biochemical, flow cytometry, MLPCN library; inhibition, % at 10 µM; Botulinum neurotoxin type A light chain protease (Clostridium botulinum A str. ATCC 3502); multiplex microsphere protease substrate cleavage; 360,000 tested, 0.17% active; in the data active = inhibition above about 30%; inconclusive = no clear call, values can overlap the other calls; note: plate controls were buffer without enzyme for full effect and enzyme alone for no effect
BioA inh: M. tuberculosis BioA enzyme inhibitors, primary screen, biochemical, plate reader, single point, HTS; 7,8-diaminopelargonic acid synthase BioA (Mycobacterium tuberculosis); purified M. tuberculosis BioA enzyme; inhibition, % at 9.99 µM; 360,000 tested, 0.096% active; in the data active = inhibition above about 40%; inconclusive = no clear call, values can overlap the other calls
Starred values were filed as active, the others as inactive; ? = inconclusive; . = not tested or not shown; + = active, no number; & = joins results of further samples. Cut-off read from the data, not from the text of the source, unless noted: active = inhibition above about 30%; inactive = the rest.

Value order – BoNT F protease	FadD28 binding	PrPC surface inh	CCHFV vOTU inh	FBA Mtb inh	GDH-TPI inh	UGM FP inh	BoNT-A LC inh2	BioA inh
1) CCc1nc2n[nH]c(N)c2c2c1CSC(C)(C)C2
    -3	0.4	-3	-14	3	0	-3.1	-1.3	.
2) CCC(c1nnnn1Cc1ccco1)N(CCc1ccccc1)Cc1cc2cc(C)ccc2[nH]c1=O (configuration not stated)
    -6	-5.6	-5	-6	3	3	0.9	0.1	-1.2
3) CCOC(=O)C1CCCN(C(=O)c2ccc(OCC)cc2)C1 (configuration not stated)
    -2	-2.6	7	-6	+	-6	0.1	-0.9	-0.1
4) CC1CN(CC(O)COCc2ccc3c(c2)OCO3)CC(C)O1 (configuration not stated)
    0	-0.5	6	-8	5	7	1.1	0.1	-2.5
5) O=C(O)CCCNC(=O)c1cccc(C(=O)NCCCC(=O)O)n1
    16	0.4	-3	5	-1	4	-1.9	2.2	-0.3
6) O=C(CNC(=O)c1ccc2c(c1)OCCO2)N/N=C/c1ccco1
    2	-1.3	-8	0	1	1	-0.8	-1.1	.
7) COc1ccc(Nc2nc(-c3ccc4c(c3)NC(=O)CO4)cs2)cc1
    -8	0.3	11	-3	2	4	-4.4	1.5	.
8) COc1ccc(NC(=O)C2CCCN(S(=O)(=O)c3cccc4cccnc34)C2)c(OC)c1 (configuration not stated)
    -4	-1.5	9	-1	1	8	6.1	-0.4	1.2
9) COc1ccc(NS(=O)(=O)c2cc(-c3nnnn3C)ccc2OC)cc1
    10	1.0	-3	1	-2	-6	1.1	6.5	5.2
10) O=C(c1cccc2ccccc12)C1CCCN(C2CCC2)C1 (configuration not stated)
    -5	-1.1	-6	3	3	8	0.5	-0.3	.
11) COCCNC(=O)/C(C#N)=C/C(C)=C/c1ccccc1
    0	-2.3	-5	-8	-3	24	1.1	-0.3	.
12) NS(=O)(=O)c1ccc(NC(=O)c2cc(-c3cc(Cl)ccc3O)n[nH]2)cc1
    -10	-17	-1	-6	0	-1	2.3	1.9	-0.6
13) CCN(CC)S(=O)(=O)c1cccc(C(=O)OCC(=O)Nc2ccccc2OC(F)F)c1
    -2	2.2	9	2	3	-4	-1.9	0.7	-0.6
14) COC(=O)c1sccc1-n1cccc1C(=O)C(=O)N1CCOCC1
    2	-6.0	-2	-10	1	-7	0.3	0.3	0.4
15) CCOC(=O)C1CCN(Cc2cn[nH]c2-c2ccccc2)CC1
    -2	-1.7	-1	-2	2	-15	0.0	-1.1	-0.7
16) Cc1ccccc1-c1cc2nc(OCC3CCCO3)n(C)c(=O)c2s1 (configuration not stated)
    6	-8.9	-5	2	-2	4	.	-0.4	1.4
17) COc1cccc(/C=N/NC(=O)c2nc(-c3ccccc3)cc(-c3ccccc3)n2)c1
    -3	-15	-7	9	1	16	-1.8	0.4	-0.9
18) CCC(C)NC(=O)CN1C(=O)CC(C)(C)S(=O)(=O)c2ccccc21 (configuration not stated)
    -10	-0.5	-5	-4	-1	-6	-0.9	-0.2	-1.3
19) Cc1ccc(N(C(=O)Cn2nnc(-c3ccc(F)cc3)n2)C(CC(C)C)C(=O)NCC2CCCO2)cc1 (configuration not stated)
    -4	0.4	8	8	1	10	-5.8	-0.8	7.0
20) Cc1cc(NC(=S)Nc2cccc3ccccc23)n[nH]1
    -2	-9.0	11	-14	8	-6	-0.3	-0.8	.
21) CC1Cc2cc(/C(O)=C3\C(=O)C(=O)N(CCN4CCOCC4)C3c3ccccc3F)ccc2O1 (configuration not stated)
    0	0.6	1	10	4	26	-3.8	0.7	-0.2
22) COc1ccccc1C1C(C(N)=O)=C(C)Nc2nc(CCCO)nn21 (configuration not stated)
    5	1.2	4	5	1	1	-1.8	1.9	0.2
23) COc1ccc(NC(=O)CN(C)C(=O)c2cc(CN3C(=O)c4ccccc4C3=O)ccc2OC)cc1
    ?	-3.4	6	11	-1	-1	1.2	0.8	-0.2
24) CCOc1cc(NC(=S)NCCCN2CCOCC2)c(OCC)cc1NC(=O)c1ccccc1C
    0	-0.3	-3	-4	3	6	2.9	0.6	.
25) ClC1CCCCC1n1nnc2ccccc21 (configuration not stated)
    ?	-0.5	7	-13	2	4	1.8	4.2	.
26) COc1ccc(NC(=O)C2Cc3c(-c4ccc(Cl)cc4)ccnc3O2)cn1 (configuration not stated)
    1	-4.8	1	-6	-5	-3	.	-0.4	1.4
27) O=C(Cn1cc(COc2ccc(Br)cc2)nn1)c1ccc(O)cc1
    -4	-1.0	13	-5	0	29	.	0.3	1.4
28) CC(=O)c1c(N2CCCC2)[nH]c(-c2ccccc2)nc1=S
    2	-0.6	5	-5	-3	3	-0.1	-0.4	.
29) O=C(NCc1ccccc1)c1cccc(NC(=O)C2CC2)c1
    2	-0.3	-2	-5	1	-6	.	-0.4	0.9
30) Cn1c(SCC(=O)Nc2ccc(F)cc2)nnc1C1CC1
    -9	-4.4	6	-3	-7	-1	-2.4	-2.4	-0.2
31) O=C(Cc1ccccc1F)Nc1ccc(S(=O)(=O)N2CCCC2)cc1
    .	-0.6	0	-4	1	-3	-1.2	.	-1.0
32) O=[N+]([O-])c1ccc2c(c1)C=C1CCCCC1(N1CCCCC1)O2 (configuration not stated)
    -4	-2.5	-16	7	-3	-1	0.4	0.0	1.2
33) NC(=O)C1=C[C@H](c2csc3ccccc23)C[C@H](OCc2ccc(CO)cc2)O1
    -2	-1.2	2	-10	5	4	4.2	-0.3	3.5&-3.6
34) Cc1cc(C(=O)NNC(=O)c2cccc(Cl)c2)no1
    -12	-1.8	3	23	1	16	-0.5	0.5	-0.6
35) CC1CCCCC1N1CCN(C(=O)c2cccc(F)c2)CC1 (configuration not stated)
    8	-2.2	-4	-7	2	-3	0.3	0.4	-1.7
36) C(=C\CSc1nnnn1-c1ccccc1)/CSc1nnnn1-c1ccccc1
    3	-4.0	-5	15	1	-15	-1.6	1.4	2.1
37) O=C(Oc1ccc(-c2cn3c(n2)SCC3)cc1)c1ccccc1
    4	-0.5	1	-12	0	9	6.6	5.2	.
38) CCc1ccccc1OCCCCN1CCCCC1
    ?	-2.7	-1	-7	4	1	-0.9	-1.6	-1.1
39) CN(c1ccccc1)S(=O)(=O)c1cccc(NS(=O)(=O)c2cccc(C(=O)O)c2)c1
    -10	-1.7	3	2	4	10	1.8	-0.3	-1.3
40) Cc1cc(O)ccc1C1(c2ccc(O)cc2C)OC(=O)c2ccccc21
    -3	-7.3	2	0	-1	2	0.7	0.1	10
41) O=C(O)c1cc2ccccc2oc1=O
    -7	-1.8	-4	-1	-1	-1	0.7	-0.1	1.1
42) Cn1ccc(C(=O)N2CCCc3ccccc32)n1
    -16	0.3	1	2	3	8	1.2	-1.4	-1.7
43) CCCCNC(=O)c1c[nH]c2ccc(S(=O)(=O)N3CCOCC3)cc2c1=O
    2	-3.2	-9	13	17	9	1.3	-0.2	.
44) O=C(Nc1ccc(F)cc1)c1ccc(CSc2ccccc2)o1
    -8	-4.2	8	5	-2	-4	3.0	0.4	.
45) O=C(c1cccc(F)c1)N1C2C=CC(C2)C1(C(F)(F)F)C(F)(F)F (configuration not stated)
    -3	-3.4	3	-2	1	-9	0.9	0.2	.
46) COC(=O)C1=C(C)N(c2cc(C)cc(C)c2)/C(=C/c2ccc(O)cc2)C1=O
    -2	-3.3	-3	-5	-11	16	-0.8	0.6	.
47) CC(C)(C)c1ccc(S(=O)(=O)N2C=CC(C(F)(F)F)=NCC2)cc1
    1	-0.1	7	25	1	16	0.9	-0.4	-3.3
48) CC1C(=O)Nc2ccc(S(=O)(=O)Nc3ccccc3Br)cc2NC1=O (configuration not stated)
    -9	-3.5	0	11	0	2	1.8	-0.6	-2.1
49) CCN1CCN(C(=O)CS(=O)Cc2nc(-c3cccc(C)c3)oc2C)CC1 (configuration not stated)
    2	-2.0	-3	-2	-1	-6	-3.8	0.7	.
50) COc1ccccc1C(=O)Nc1c(C)n(C)n(-c2ccccc2)c1=O
    -1	2.0	8	-9	0	-8	-2.9	-1.1	-0.4
51) CCCCn1c(N)c(N(CCOC)C(=O)c2cc3ccccc3cc2OC)c(=O)[nH]c1=O
    5	-0.5	-10	-9	1	3	0.7	4.4	0.2
52) O=C(Cc1ccc(Br)cc1)Nc1nc2ccccc2[nH]1
    -3	-1.8	21	-1	3	2	-0.7	0.7	.
53) CCOC(=O)/C(=C\Nc1ccccc1C(F)(F)F)Sc1ncc(C(F)(F)F)cc1Cl
    -6	-4.6	0	3	-1	6	-0.7	0.3	.
54) O=C1OCCN1C(=O)[C@H]1[C@H](c2ccc([N+](=O)[O-])cc2)C(c2cccc(Cl)c2)=NN1c1ccc(Br)cc1
    -3	-2.6	6	20	-4	11	.	4.6	0.3
55) CC(=O)c1c(C)[nH]c(C(=O)OCC(=O)Nc2ccc3c(c2)OCCO3)c1C
    -1	-3.1	4	-5	-1	-3	1.3	0.2	-0.4
56) Cc1ccc(-n2nc3c(=O)n(CC(=O)NC4CCCCC4)nc(C)c3c2C)cc1
    1	-0.8	5	-2	1	4	2.9	2.7	6.3
57) Cc1cc(C)cc(NC2=CC(=O)CC(c3ccco3)C2)c1 (configuration not stated)
    8	-3.5	-8	14	0	5	4.3	1.3	.
58) Cc1ccc(C2=Nc3ccccc3N=C(c3ccco3)C2)c(O)c1
    2	-1.7	0	6	2	11	3.3	0.2	-2.7
59) O=C(c1ccc(F)cc1)N1CCN(S(=O)(=O)c2ccc(Br)cc2)CC1
    0	-0.8	13	-4	1	6	1.5	-2.1	-0.2
60) COCC1CCCCN1Cc1cn[nH]c1-c1ccc(OC)cc1OC (configuration not stated)
    -5	-1.0	-2	-4	2	4	0.5	0.1	-4.0

More records.
Value order – BoNT F protease	FadD28 binding	PrPC surface inh	CCHFV vOTU inh	FBA Mtb inh	GDH-TPI inh	UGM FP inh	BoNT-A LC inh2	BioA inh
61) O=C(c1ccc(OC2CCN(C(=O)c3cccnc3)CC2)cc1)N1CCCCCC1
    -2	-1.8	-2	8	-2	10	2.3	-0.3	.
62) Nc1ccc(CCn2ccnc2)cc1
    -120	.	3	-4	-5	-1	-1.4	-3.2	0.8
63) C=CCC[C@@H](Cc1ccc(F)cc1)C(=O)OCCNC(=O)[C@@H](CC=C)CC(=O)N[C@@H](CO)Cc1ccccc1
    -7	0.1	-1	14	0	3	-1.2	-0.3	-24
64) CCOc1ccc(NS(=O)(=O)CC23CCC(CC2=O)C3(C)C)cc1 (configuration not stated)
    7	-3.5	5	-8	-2	7	-0.4	-0.8	0.3
65) Oc1ccccc1/C=N/Nc1ccnc(SCc2ccccc2)n1
    -4	-1.5	9	14	1	22	-1.1	-0.6	.
66) CC1(C)Cc2ccccc2-c2c1c(=O)n(Cc1ccccc1)c1nnnn21
    0	1.6	5	-3	-2	-4	0.4	1.2	.
67) CC1CCC(CN2CCN=C2Nc2ccccc2)CC1 (configuration not stated)
    -11	-2.8	-6	4	1	0	-1.1	-1.0	-1.8

3 entries picked at random from the list so far, as already listed:
Value order – BoNT F protease	FadD28 binding	PrPC surface inh	CCHFV vOTU inh	FBA Mtb inh	GDH-TPI inh	UGM FP inh	BoNT-A LC inh2	BioA inh
31) O=C(Cc1ccccc1F)Nc1ccc(S(=O)(=O)N2CCCC2)cc1
    .	-0.6	0	-4	1	-3	-1.2	.	-1.0
19) Cc1ccc(N(C(=O)Cn2nnc(-c3ccc(F)cc3)n2)C(CC(C)C)C(=O)NCC2CCCO2)cc1 (configuration not stated)
    -4	0.4	8	8	1	10	-5.8	-0.8	7.0
50) COc1ccccc1C(=O)Nc1c(C)n(C)n(-c2ccccc2)c1=O
    -1	2.0	8	-9	0	-8	-2.9	-1.1	-0.4

Screening results as filed in PubChem BioAssay.
